Thrombin inh – blocks human thrombin protease activity. hit rate 0.26% among 220,000. alpha-thrombin, Boc-VPR-AMC fluorogenic substrate cleavage. AID 1046. inhibition, % at 5 µM;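 active means inhibition at or above 40%; inactive means inhibition below 40%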;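 further: 0% = enzyme with no compound and 100% = wells without enzyme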
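System – human alpha-thrombin · Medium – pH 7.5 Tris (50 mM) with NaCl 150 mM, Tween 20 0.05% · Compound – single-point dosing at 5 µM, 0.2% DMSO · Incubation – enzyme reaction carried out at room temperature · Technique – fluorescence of released AMC, ex 355 nm, em 460 nm · Read-out basis – % inhibition of thrombin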
Rad51 HR inh – Rad51 (human) homologous recombination inhibition; Q06609; hRad51 DNA strand exchange, fluorescence dequenching; inhibition, % at 10 µM; hit rate 0.085% among 200,000;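 active means inhibition above 40% at the single screening dose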;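 further: 0% = DMSO control wells and 100% = blanks with heterologous ssDNA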
Target sequence (Q06609 whole entry, looked up): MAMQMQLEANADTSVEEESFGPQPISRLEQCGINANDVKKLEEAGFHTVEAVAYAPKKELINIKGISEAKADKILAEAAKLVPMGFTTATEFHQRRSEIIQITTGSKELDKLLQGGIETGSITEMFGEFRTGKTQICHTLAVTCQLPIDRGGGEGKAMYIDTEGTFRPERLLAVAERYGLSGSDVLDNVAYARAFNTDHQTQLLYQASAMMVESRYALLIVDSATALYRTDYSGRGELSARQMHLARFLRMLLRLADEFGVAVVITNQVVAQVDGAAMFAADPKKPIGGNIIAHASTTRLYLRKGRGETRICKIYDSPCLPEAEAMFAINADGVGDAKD
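Material: human Rad51–ssDNA filaments; Probe or stimulus: labelled 47-mer dsDNA for strand exchange; Doses: single 10 µM dose; Incubation: 37 °C 15-min filament assembly, 30-min compound preincubation, 15-min exchange; Technique: FRET fluorescence dequenching, excitation 485 nm, emission 520 nm; Measure: Fluorescence-based percent inhibition, control- and blank-normalised; Benchmarks: plate control and blank wells.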
Hck-Nef inh – blocks Nef-activated human Hck kinase | P08631 | Recombinant Hck-YEEI plus Nef, Z-Lyte FRET kinase assay | inhibition, % at 20 µM | hit rate 0.68% among 220,000 | AID 463187;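 active means Hck-Nef kinase inhibition above about 50%, limit read from the data; inactive means inhibition below that limit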;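 further: 0% = DMSO with Hck plus Nef and 100% = Hck alone without Nef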
Target sequence (P08631 whole entry, looked up): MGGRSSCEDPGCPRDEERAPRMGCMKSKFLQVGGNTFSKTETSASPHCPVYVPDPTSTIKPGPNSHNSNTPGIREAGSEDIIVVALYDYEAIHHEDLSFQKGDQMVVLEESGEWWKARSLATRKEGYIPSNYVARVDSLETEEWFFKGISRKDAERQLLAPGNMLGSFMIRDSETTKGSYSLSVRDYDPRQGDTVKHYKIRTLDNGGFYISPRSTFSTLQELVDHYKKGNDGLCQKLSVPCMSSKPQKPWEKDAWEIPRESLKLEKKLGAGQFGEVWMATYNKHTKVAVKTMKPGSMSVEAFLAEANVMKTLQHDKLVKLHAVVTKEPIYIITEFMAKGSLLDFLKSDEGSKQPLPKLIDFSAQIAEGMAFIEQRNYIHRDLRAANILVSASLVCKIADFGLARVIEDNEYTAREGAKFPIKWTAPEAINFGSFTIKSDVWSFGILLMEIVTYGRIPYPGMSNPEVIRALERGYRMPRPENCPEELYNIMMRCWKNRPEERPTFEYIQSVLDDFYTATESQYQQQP
hK5 inh – inhibitors of human kallikrein 5; Q9Y337; recombinant hK5, fluorogenic AMC substrate cleavage; AID 873; hit rate 0.59% among 210,000; inhibition, % at 5 µM;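 active means inhibition of 40% or more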;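 further: 0% = enzyme controls without compound and 100% = no-enzyme blanks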
TNF death inh – blocks TNF-alpha induced death of Jurkat FADD-/- cells; Jurkat FADD-/- TNF necroptosis rescue, ATP luminescence, 24 h; 0 = TNF only, 100 = no-TNF cells; activation (protection from cell death), % at 10 µM; hit rate 0.068% among 220,000;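 active means activation, meaning protection from cell death, of at least 50% relative to plate controls; inactive means activation below 50%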;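 further: necroptosis triggered by 40 ng/mL TNF-alpha added together with compound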
KCC2 mod – modulates chloride dependent transport by human KCC2; Q9H2X9; KCC2 cells, thallium flux FluoZin-2 fluorescence; B-score of Tl+ flux slope (higher = more flux/activation; lower = inhibition) at 10 µM; hit rate 2.2% among 190,000;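 active means thallium flux slope and its plate-corrected score both differing from the plate sample mean at a set confidence after two filtering rounds, in either direction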;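 further: slope of fluorescence scaled to starting intensity during 10 to 20 s after thallium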
FXIa inh 1536 – factor XIa (human) inhibition; AID 798; purified FXIa, Boc-Glu-Ala-Arg-AMC fluorogenic substrate; hit rate 0.14% among 220,000; inhibition, % at 5 µM; P03951;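 active means inhibition of at least 40%; inactive means inhibition below 40%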;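 further: fluorescence of freed AMC excited at 355 nm; 0% = enzyme without compound and 100% = no enzyme blank; many of its hits are not listed in these tables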
FXIIa inh – factor XIIa (human) inhibition; purified FXIIa, Boc-QGR-AMC fluorogenic substrate, 2 h; P00748; hit rate 0.3% among 220,000; inhibition, % at 5 µM; in the data active means inhibition above about 40%;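 further: 0% = enzyme with no compound and 100% = blank without enzyme; many of its hits are not listed in these tables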
zVAD death inh – blocks zVAD induced death of L929 cells; L929 zVAD necroptosis rescue, ATP luminescence, 24 h; with zVAD 60 µM; viability rescue, % at 10 µM; AID 1377; hit rate 0.38% among 220,000;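 active means activation, scaled between plate controls, above about 75%, limit read from the data; inactive means activation under that limit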;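 further: 0% = zVAD with DMSO and 100% = DMSO alone without zVAD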
* = called active by the depositor; x = not tested or not shown. A portion of the library. The share of hits here may be higher or lower than overall.

canonical_smiles,Thrombin inh,Rad51 HR inh,Hck-Nef inh,hK5 inh,TNF death inh,KCC2 mod,FXIa inh 1536,FXIIa inh,zVAD death inh
O=C1c2ccccc2C(=O)N1c1ccc(Cl)cn1,-2,2,1,-8,-0.4,0.024,1,10,0.8
Clc1ccc(OCc2cn3cccnc3n2)c2ncccc12,-3,-4,1,-6,-0.3,x,-5,9,0.0
CSc1nnc(-c2ccc(NC(N)=S)cc2)o1,14,-19,31,8,-4.0,x,8,10,-0.9
COc1cccc(-c2ccc(-c3noc(-c4cccs4)n3)c(OC)n2)c1,-9,-2,1,-21,2.2,x,-7,3,0.1
O=C(CCc1ccccc1)N/N=C/c1cc(Br)ccc1O,-2,-5,4,-1,-9.3,-0.72,7,4,0.9
O=C(NCc1ccccn1)C(=O)Nc1nc(C23CC4CC(CC(C4)C2)C3)cs1,-1,-13,16,1,1.6,16*,0,8,-0.4
Cc1ccc(C2=Nc3ccccc3N=C(C(Cl)Cl)C2)cc1,-12,1,25,-2,-0.7,-0.43,-2,6,-0.3
CCN1CCCC1CNC(=O)COc1cc(=O)n(C)c2ccccc12 (stereo unspecified),-6,13,1,-22,0.6,0.2,0,8,0.2
CCc1sc(NS(C)(=O)=O)nc1-c1ccccc1,2,-4,2,-14,1.4,0.55,1,15,1.8
O=C(CCc1nc2ccccc2s1)OCc1ccccc1,-6,1,0,-13,0.8,-0.051,4,4,1.2
CC(Oc1ccc(Cl)cc1Cl)c1nc(-c2ccc(NC(=O)c3ccncc3)cc2)no1 (stereo unspecified),3,5,-3,-3,-21,1.1,9,16,0.3
c1ccc(-c2ccc3c(c2)c2c4n3CCN=C4CCC2)cc1,-1,-3,1,2,1.5,x,2,16,0.1
Cc1cc(NC(=O)CSc2nc(C3CC3)nc3sc(C)c(C)c23)no1,-4,0,5,-3,-8.1,x,-5,6,-0.4
O=c1nc2n(c3ncccc13)CCC2,1,3,1,-7,-1.7,1.4,0,9,0.8
CCOC(=O)c1cc(C)[nH]c(=O)c1C#N,-23,-11,-3,-16,0.0,0.89,-14,-27,0.2
COc1cc(/C=N/Nc2ccc(C(F)(F)F)cn2)cc(OC)c1O,3,-11,32,-5,36,-0.076,-2,4,81*
CC(=O)N1CCN(C(=O)CCc2c[nH]c3ccccc23)CC1,5,8,0,-16,-2.2,x,2,8,-0.2
Cc1ccc(S(=O)(=O)N2CCN(C(=O)c3c(C)nn(-c4ccccc4)c3Cl)CC2)cc1,2,3,-6,5,-1.0,-0.13,1,12,-1.0
CCOC(=O)c1cnc(Nc2ccc(OCC)cc2)nc1C,-7,3,-9,2,1.1,0.079,-5,-2,6.5
COc1ccc(CCc2nnc(CCC(=O)NCc3cnn(-c4ccccc4C)c3)o2)cc1,-1,x,-15,x,1.1,-0.24,2,8,0.4

2 entries from above, with two lines to a compound:
Results follow in this order: Thrombin inh | Rad51 HR inh | Hck-Nef inh | hK5 inh | TNF death inh | KCC2 mod | FXIa inh 1536 | FXIIa inh | zVAD death inh
CCN1CCCC1CNC(=O)COc1cc(=O)n(C)c2ccccc12 (stereo unspecified)
  -6 | 13 | 1 | -22 | 0.6 | 0.2 | 0 | 8 | 0.2
O=C1c2ccccc2C(=O)N1c1ccc(Cl)cn1
  -2 | 2 | 1 | -8 | -0.4 | 0.024 | 1 | 10 | 0.8

Additional structures.
canonical_smiles,Thrombin inh,Rad51 HR inh,Hck-Nef inh,hK5 inh,TNF death inh,KCC2 mod,FXIa inh 1536,FXIIa inh,zVAD death inh
C/C(=N/NS(=O)(=O)c1ccc(C)cc1)c1c(O)c2ccccc2oc1=O,-4,-5,9,0,0.2,-0.9,-1,2,-0.3
COC(=O)c1ccc(CSc2nc(C)nc3sc(C)c(C)c23)o1,-9,-4,0,-7,-1.8,x,-12,4,-0.6
CCN(CC)C(=O)c1[nH]cnc1C(=O)N[C@@H](Cc1ccccc1)C(=O)OCc1ccccc1,-2,4,-1,4,-1.2,0.099,2,10,-1.4
COc1cc(S(=O)(=O)N(Cc2ccccn2)Cc2ccccc2Cl)ccc1-n1cnnn1,0,2,1,-8,1.3,0.44,6,13,1.2
CCOc1cc(NC(=O)c2ccccn2)c(OCC)cc1NC(=O)c1ccccc1,4,-4,23,-5,-0.9,x,-2,4,2.8
COc1cccc(-n2c(SC3CCOC3=O)nc3ccccc3c2=O)c1 (stereo unspecified),0,-7,-1,2,-0.9,x,0,-1,-0.1
O=C(Oc1nsnc1N1CCOCC1)N1CCCCC1,x,7,-1,x,-0.9,0.2,x,x,-0.2
COc1ccccc1/C=C(/C(=O)OCC(=O)Nc1cc(C)ccc1C)c1ccccc1,-4,x,3,-21,-0.3,-1.7,10,9,0.1
COc1ccccc1N1CCN(C2CCN(C(=O)c3cccc(F)c3)CC2)CC1,-3,-7,-3,-10,2.2,0,-6,-1,0.5
O=C(Nc1cccnc1)c1c(F)cccc1F,-2,3,0,-4,-0.4,0.14,-3,6,1.6
Cc1nc2ccccc2n1CCOc1ccc([N+](=O)[O-])cc1,-6,2,17,1,3.6,-2.2,-3,4,-0.1
S=c1[nH]cc(-c2ccccc2)n1-c1cccc(Cl)c1,3,1,3,-29,0.6,3.2,20,22,-0.3
Cc1ccc(S(=O)(=O)N2CCN(c3ccnc4cc(Cl)ccc34)CC2)cc1,-6,x,-3,x,4.3,-0.58,-4,2,0.1
CCOC(=O)C1=C(C)OC(N)=C(C#N)C1c1ccc(OC)c(CSc2ccccn2)c1 (stereo unspecified),-10,-19,1,-4,1.4,-0.73,-3,9,1.1
O=C(NCC(=O)N(Cc1ccccc1)C(C(=O)NC1CCCC1)c1ccncc1)c1ccco1 (stereo unspecified),2,-1,9,-10,-0.5,0.0069,5,13,-0.8
CCOC(=O)C(C)c1n[nH]c(=O)c2ccccc12 (stereo unspecified),-1,-9,0,2,0.9,1.1,-5,-10,-0.5
CSc1nc2ccc(NC(=O)C3=NNC(=O)CC3)cc2s1,-4,1,16,1,-2.2,1,-2,4,2.3
C/C(=N\Nc1nc(N)cc(Cl)n1)c1ccc(F)cc1,-2,2,9,-9,0.9,-0.81,-2,3,1.0
Cc1nn(-c2ccccc2)c(Cl)c1C(=O)N(C)c1nc(-c2ccc(F)cc2)cs1,-6,x,3,-8,1.8,0.13,1,8,0.3
O=C(NC(=S)N1CCN(Cc2ccc3c(c2)OCO3)CC1)c1cccc(Br)c1,-12,2,4,-18,1.5,79*,0,2,-0.7
N#C/C(=C1/CCCCCN1)c1nnc2n1CCCCC2,2,4,0,-1,0.9,0.022,2,21,-0.1
Cc1cccc(C)c1NC(=O)CCCSc1nnc(-c2ccc(Cl)cc2)n1-c1ccccc1,-2,-6,3,-6,1.3,-0.71,20,26,2.1
CC(C)(C#N)Nc1ccccc1,1,0,2,2,0.8,x,9,12,1.0
COC(=O)c1sccc1NC(=O)CSc1nnnn1-c1ccccc1C,2,2,1,-9,0.2,x,6,14,0.1
COc1ccc(C(O)P(=O)(O)CCc2ccccc2)cc1 (stereo unspecified),-2,2,1,-2,-2.0,0.93,-3,7,0.5
O=C(O)c1ccc(-c2ccc(/C=C3\NC(=O)N(Cc4ccc(Cl)cc4)C3=O)o2)cc1Cl,-7,-46,53*,-17,-0.3,-0.97,4,0,2.0
COC(=O)c1ccc(NC(=O)CSC2=NC(=O)C(c3ccccc3)C(=O)N2)cc1 (stereo unspecified),3,-1,2,-12,0.7,9.2*,7,10,0.2
COc1ccc(N(C)S(=O)(=O)c2cccc(C(=O)NC3CCC(C)CC3)c2)cc1 (stereo unspecified),-5,1,27,2,2.5,-2.1,-3,4,0.1
COc1cc([N+](=O)[O-])ccc1N/C=C/C(=O)c1cccs1,-3,-194,3,14,-2.8,-1.2,-1,12,0.4
Cc1ccc2c(c1)c(C)c(C)n2CC(O)Cn1nc(C)cc1C (stereo unspecified),3,-4,-4,-15,4.9,-0.47,20,31,1.9
COc1ccc(CC(=O)OCC(=O)NCc2ccccc2Cl)cc1OC,-30,-6,18,-5,0.5,-1.5,-10,2,1.4
CCCCN(C)C(=O)c1nc2ccccn2c1CN1CCN(C/C=C/c2ccccc2)CC1,-3,x,10,8,0.8,-0.64,-3,1,-0.6
C=CCNc1ncnc2c1cnn2-c1ccc(Cl)cc1,3,-2,0,-6,1.3,0.41,5,16,0.8
CCOc1cccc(NC(=O)c2cccc(F)c2)c1,x,2,14,-7,2.0,0.13,-3,-1,0.5
CCCS(=O)(=O)N1CCN(Cc2c[nH]c3ccccc23)CC1,-7,7,24,0,1.5,-0.75,16,3,0.8
COc1ccc(OC)c(-c2csc(NC(=O)c3ccc(OCC4CCCO4)cc3)n2)c1 (stereo unspecified),0,-1,14,-4,-6.7,-0.82,-3,7,1.1
Clc1ccccc1-c1nc(-c2ccncc2)no1,0,-5,3,-3,-7.8,-0.71,1,11,-0.3
CCOC(=O)c1sc(=NC(=O)COc2ccccc2)n(C)c1C,-8,2,-5,-3,2.5,-0.78,1,1,2.4
O=C(NCC(c1cccnc1)N1CCN(c2ccc(F)cc2)CC1)c1ccc(F)cc1 (stereo unspecified),0,4,2,-16,1.2,0.58,2,13,-0.3
CCCCN(CC)C(=O)CN(C)S(=O)(=O)c1cccc2nsnc12,4,3,0,6,-0.4,x,5,19,0.0
Cc1ccccc1Nc1nc(N)nc(-c2oc3ccccc3c2C)n1,-4,11,12,-2,-1.8,-2.6,1,1,1.3
CCCOc1ccc(-c2nn(-c3ccccc3)cc2/C=C2\SC(N)=NC2=O)cc1C,-3,6,-1,1,1.4,0.37,4,2,2.2

High-throughput results: PubChem BioAssay, several laboratories
